# Source: PubChem BioAssay
# LYPLA2 counter = LYPLA2 inhibitors, primary screen, counter-screen for PME1 inhibitor project, biochemical, fluorescence polarization, FP-Rh probe ABPP; Acyl-protein thioesterase 2 (Homo sapiens), O95372; inhibition, % at 5.9 µM; recombinant LYPLA2; actives 0.38% (n = 320,000); AID 2177, 2009;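 active means inhibition above the screen-wide mean plus 3 SD, limit set per campaign, cut at about 26% in these data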;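 further: 0% = LYPLA2 with DMSO and 100% = wells lacking LYPLA2 enzyme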
# EBNA-1 inh = EBNA-1 DNA-binding inhibitors, primary screen, biochemical, fluorescence polarization; inhibition, % at 14.8 µM; actives 0.34% (n = 300,000); AID 1950, 2009; in the data active means inhibition above about 28%
# ZTA DNA inh = counter-screen for EBNA-1 inhibitors: inhibitors of Epstein-Barr virus ZTA; P03206; ZTA-DNA binding, fluorescence polarization; inhibition, % at 11 µM; actives 0.15% (n = 320,000); AID 2234; in the data active means inhibition above about 33%
# PAFAH1B2 FP inh = PAFAH1B2 enzyme inhibitors, primary screen, biochemical, fluorescence polarization, human. actives 1.2% (n = 340,000). recombinant PAFAH1B2, FP-rhodamine activity probe. AID 492953, 2010. inhibition, % at 3.39 µM;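 active means inhibition above the mean of all tested compounds plus 3 SD, cut at about 24% in these data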;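 further: 0% = enzyme with DMSO and 100% = wells lacking PAFAH1B2; many of its hits are not listed in these tables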
# Target sequence (P68402 whole entry, looked up): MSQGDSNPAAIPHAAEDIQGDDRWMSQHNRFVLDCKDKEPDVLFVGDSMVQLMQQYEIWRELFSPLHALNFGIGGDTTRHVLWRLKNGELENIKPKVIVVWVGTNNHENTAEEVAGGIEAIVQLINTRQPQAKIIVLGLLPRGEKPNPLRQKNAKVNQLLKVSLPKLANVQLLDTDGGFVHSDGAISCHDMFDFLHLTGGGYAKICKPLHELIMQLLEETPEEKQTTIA
# PAFAH2 inh = PAFAH2 enzyme inhibitors, primary screen, biochemical, fluorescence polarization, human; recombinant PAFAH2, FP-rhodamine activity probe; Platelet-activating factor acetylhydrolase 2, cytoplasmic (Homo sapiens), Q99487; actives 0.99% (n = 340,000); inhibition, % at 3.39 µM; AID 492956, 2010;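 active means inhibition above the mean over all tested compounds plus 3 SD, cut at about 30% in these data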;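 further: inhibitors block probe labeling of enzyme so polarization drops; 0% = enzyme with DMSO and 100% = wells lacking PAFAH2 protein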
# PREPL inh = PREPL enzyme inhibitors, primary screen, biochemical, fluorescence polarization; Prolyl endopeptidase-like (Homo sapiens), Q4J6C6; recombinant PREPL, fluorescence polarization activity-based probe; inhibition, % at 5.96 µM; actives 0.68% (n = 320,000); AID 2751, 2010; in the data active means inhibition above about 43%;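 further: 0% = enzyme with DMSO and 100% = wells lacking enzyme; many of its hits are not listed in these tables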
# PAFAH1B3 FP inh = PAFAH1B3 enzyme inhibitors, primary screen, biochemical, fluorescence polarization, human | Platelet-activating factor acetylhydrolase IB subunit alpha1 (Homo sapiens), Q15102 | recombinant PAFAH1B3, FP-rhodamine probe | inhibition, % at 3.39 µM | actives 0.28% (n = 340,000) | AID 492972, 2010;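 active means inhibition above the screen-wide average of all tested compounds plus 3 SD, cut at about 25% in these data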;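 further: 0% = enzyme with DMSO only and 100% = wells lacking PAFAH1B3 protein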
# pPAFAH inh = pPAFAH enzyme inhibitors, primary screen, biochemical, fluorescence polarization, human. Platelet-activating factor acetylhydrolase (Homo sapiens), Q13093. recombinant pPAFAH, FP-rhodamine probe fluorescence polarization. inhibition, % at 3.39 µM. actives 1.5% (n = 330,000);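 active means inhibition above the mean inhibition across the screen plus 3 SD, cut at about 25% in these data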;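 further: inhibitors block binding of the rhodamine activity-based probe so polarization drops; 0% = enzyme with DMSO and 100% = wells lacking pPAFAH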
# Target sequence (Q13093 whole entry, looked up): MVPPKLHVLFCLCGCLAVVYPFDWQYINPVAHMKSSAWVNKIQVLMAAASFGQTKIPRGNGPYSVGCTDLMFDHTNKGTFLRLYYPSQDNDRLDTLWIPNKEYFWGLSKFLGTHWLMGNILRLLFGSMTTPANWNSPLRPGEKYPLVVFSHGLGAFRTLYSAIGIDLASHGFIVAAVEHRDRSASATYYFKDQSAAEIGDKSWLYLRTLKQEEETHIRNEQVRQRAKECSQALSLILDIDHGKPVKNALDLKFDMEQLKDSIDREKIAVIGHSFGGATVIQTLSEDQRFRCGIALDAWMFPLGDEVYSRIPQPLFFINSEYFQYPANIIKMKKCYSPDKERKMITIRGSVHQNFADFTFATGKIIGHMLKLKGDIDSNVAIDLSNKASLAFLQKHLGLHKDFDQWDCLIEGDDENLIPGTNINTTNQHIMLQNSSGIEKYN
# LYPLA1 inh = LYPLA1 inhibitors, primary screen, counter-screen for PME1 inhibitor project, biochemical, fluorescence polarization, FP-Rh probe ABPP; Acyl-protein thioesterase 1 (Homo sapiens), O75608; recombinant LYPLA1; inhibition, % at 5.9 µM; actives 0.16% (n = 320,000);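 active means inhibition above the mean of all tested compounds plus 3 SD, set per campaign, cut at about 14% in these data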;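 further: inhibitors block serine hydrolase probe labeling of LYPLA1 so polarization falls; 0% = enzyme with DMSO and 100% = wells lacking LYPLA1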
# Target sequence (O75608 whole entry, looked up): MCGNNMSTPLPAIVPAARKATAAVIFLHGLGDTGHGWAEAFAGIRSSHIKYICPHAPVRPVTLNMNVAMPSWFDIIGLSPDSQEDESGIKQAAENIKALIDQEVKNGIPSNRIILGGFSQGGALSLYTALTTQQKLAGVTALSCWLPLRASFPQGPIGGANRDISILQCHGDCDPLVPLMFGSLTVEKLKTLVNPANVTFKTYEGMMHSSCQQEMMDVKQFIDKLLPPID
# * marks the source's active call; other numbers are inactive results; nt = no result given. An excerpt. The share of hits here may be higher or lower than overall.
SMILES,LYPLA2 counter,EBNA-1 inh,ZTA DNA inh,PAFAH1B2 FP inh,PAFAH2 inh,PREPL inh,PAFAH1B3 FP inh,pPAFAH inh,LYPLA1 inh
COc1ccc2nc(NC(=O)c3cccc(S(=O)(=O)N4CCOCC4)c3)sc2c1,-3,-24,-4,3,3,7,-2,-4,-4
O=C(COC(=O)c1ccc2c(c1)OCO2)Nc1ccccc1,5,11,12,1,84*,2,4,15,-1
COc1cc(NC(=O)Cn2cnc3c(SC)nc(N)nc32)cc(OC)c1OC,nt,nt,nt,8,0,23,6,3,nt
CCc1nn(CCCC(=O)NCc2ccco2)c(=O)c2cc3occc3n12,-2,-3,3,-1,5,1,5,1,-1
Cc1ccc(NC(=O)CCN2C(=O)CSC2=O)c(C)c1,-1,-15,-2,2,-3,5,5,3,0
COc1cccc(CN(C)C(=O)CNC(=O)c2ccc(-c3ccccc3)cc2)c1OC,-4,2,7,5,-9,11,8,7,-6
O=C(CSc1nc2c(c(=O)n1-c1ccc(F)cc1)SCC2)NCC1CCCO1 (stereo not given),-11,1,9,8,-6,-9,4,-5,0
CC(C)CCN(C(=O)CCCSc1nc2ccccc2[nH]1)c1c(N)n(Cc2ccccc2)c(=O)[nH]c1=O,-3,-5,10,2,3,11,5,5,0
CCOC(=O)N1CCC(N(CCOC)C(=S)Nc2cccc(SC)c2)CC1,10,0,-11,0,8,-4,-2,5,1
S=C(NCc1ccccn1)Nc1ccc(Cl)c(Cl)c1,-8,-5,2,1,-1,-26,-1,2,-6
O=[N+]([O-])c1ccccc1NCCNS(=O)(=O)c1ccc(Cl)cc1,4,-2,6,7,9,-42,6,1,-2
CCN(Cc1ccccc1)C(=O)c1cccc(S(=O)(=O)N2CCN(Cc3ccccc3)CC2)c1,5,-10,14,10,-3,6,2,3,1
CCN(CC)S(=O)(=O)c1ccc(N2CCOCC2)c(NC(=O)c2cccc3c(=O)c(C)c(-c4ccccc4)oc23)c1,-9,2,0,0,6,-7,-2,6,-4
Cc1c(NC(=O)CSc2nc3ccc(Cl)cc3[nH]2)c(=O)n(-c2ccccc2)n1C,6,3,5,4,8,4,14,5,0
O=C(Nc1cccc2c1C(=O)NC2=O)c1cccc(N2C(=O)CCC2=O)c1,0,-6,-7,8,10,17,6,0,-2
COc1ccc(C(c2c(O)cc(C)oc2=O)c2c(O)cc(C)oc2=O)cc1,3,1,-14,7,1,19,0,6,-1
O=C(OCc1cccc(C(F)(F)F)c1)c1cc(S(=O)(=O)N2CCOCC2)ccc1F,2,-15,0,9,2,18,3,18,-2
COc1ccc(OCC(=O)N2CCC(n3nccc3NC(=O)C3CC3)CC2)cc1,5,4,-14,0,0,13,4,3,2
CCOC(=O)CNC(=O)C(Cc1ccccc1)NC(=O)OCc1ccccc1 (stereo not given),-2,-1,-2,4,0,-5,6,-3,-4
O=C(Cn1c(=O)oc2ccccc21)N1CCCC1,-5,2,-2,-3,0,6,3,4,-7
CC(C)c1cc(C(=O)O)on1,5,-3,14,6,1,-1,-5,-1,2
Cc1ccc(-n2c(-c3ccncc3)nnc2-c2ccco2)cc1,-3,8,9,2,0,4,-6,0,-2
COc1cccc(CNc2ccc(C)c(Cl)c2)c1,6,18,4,1,7,19,1,11,-5
O=C1CC(c2cccc(Cl)c2)Cc2nc(N3CCN(c4ccccc4)CC3)ncc21 (stereo not given),7,-10,-5,-2,2,-2,0,4,4
O=c1[nH]nc(N/N=C/c2ccccc2OC(F)F)c(=O)[nH]1,0,-1,-16,8,0,-2,-4,0,-2

# Carrying on:
SMILES,LYPLA2 counter,EBNA-1 inh,ZTA DNA inh,PAFAH1B2 FP inh,PAFAH2 inh,PREPL inh,PAFAH1B3 FP inh,pPAFAH inh,LYPLA1 inh
Cc1ccc(S(=O)(=O)Nc2cccc(-n3cnnn3)c2)cc1,5,-4,-5,6,0,1,7,9,0
COC(=O)c1cccc(C(=O)Nc2ccc(F)cc2)n1,0,4,3,-3,-2,-4,-5,2,0
C=CC[n+]1ccn(-c2nc3ccccc3nc2[N-]S(=O)(=O)c2cccs2)c1,-4,13,9,6,3,1,6,3,-5
COCCSc1nc(N)c2c3c(sc2n1)CN(C)CC3,6,-6,-4,4,5,13,3,5,-1
Cc1ccc2c(c1)N(CC(=O)NCc1cccs1)C(=O)C(C)O2 (stereo not given),2,-9,-9,-3,0,1,-2,5,-6
CN(CC(=O)Nc1cccc(F)c1)C(=O)Cn1cnc2c1c(=O)n(C)c(=O)n2C,4,9,5,-4,5,1,-1,3,0
CCCn1nnnc1SCC(=O)NCc1ccc(OC)cc1,4,11,-12,2,-3,10,8,-3,1
CCCC(=O)Oc1ccc(C2NC(=O)c3ccccc3O2)cc1 (stereo not given),-1,-2,4,4,3,-1,6,-1,2
COc1cc(CC(=O)OCC(=O)N2CCN(C(=O)c3ccco3)CC2)cc(OC)c1OC,nt,nt,nt,11,-1,3,12,-2,nt
Cc1c(C(=O)NCCCN2CCCC2=O)oc2c(Cl)cccc12,0,11,1,-2,2,4,16,2,3
CCN(CC)C(=S)SCC(=O)Nc1ccc(F)cc1,3,0,-13,5,10,7,4,-3,-2
O=C(CCSc1ccccc1)Nc1nc2c(s1)COc1ccccc1-2,-12,-1,-2,9,7,1,0,5,-8
O=C(NC(=S)Nc1ccc(NC(=O)c2cccs2)cc1)c1ccc([N+](=O)[O-])cc1,-9,-12,4,-7,-23,3,1,-5,-16
O=C(CCl)N(c1ccccc1)c1c[nH]c2ccccc12,-11,-10,1,4,-5,-4,3,0,-3
Cc1cc(Cl)c(C(=O)Nc2cccc(C(F)(F)F)c2)c(C)n1,-2,19,-7,2,2,-9,3,-5,0
COc1ccc(C2=Nn3c(nnc3-c3ccccc3F)SC2)cc1OC1CCOC1 (stereo not given),nt,nt,nt,4,0,18,16,4,nt
COc1ccccc1NC(=O)C(=O)NCc1ccccc1Cl,4,1,11,0,1,10,3,-2,-3
O=C(NCCO)c1cc2c([nH]c3ccccc32)c(-c2ccccc2)n1,-8,-25,3,4,1,0,7,-2,-2
Cc1ccccc1CSc1nc2ccccc2c(=O)[nH]1,14,5,-2,0,1,-8,4,8,5
Cc1cc(NC(=O)CSc2nnc(CNC(=O)c3ccc(F)cc3)o2)no1,0,2,-10,6,0,4,0,6,-1
Cc1csc(NC(=O)CSc2nnc(NC(=O)COc3ccc(Cl)cc3)s2)n1,4,-1,-15,-11,-14,8,-7,4,-2
Cc1ccc(C(=O)C2CCN(C(=S)NCC3CCCO3)CC2)cc1 (stereo not given),13,7,-4,-1,-6,10,-5,5,2
CC(C)(C)OC(=O)NCc1ccc(CNC(=O)c2[nH]cnc2C(=O)NCC(=O)OCc2ccccc2)cc1,-10,-5,4,3,3,-13,4,9,-6
CCCn1c(SCC(=O)N2CC(=O)Nc3ccccc32)n[nH]c1=O,nt,nt,nt,1,-2,17,6,6,nt
CCC(=O)c1ccc(N2CCCCC2)c(F)c1,1,3,-3,1,7,12,13,-3,-1

# Structures listed so far that have a Cl atom (10):
SMILES,LYPLA2 counter,EBNA-1 inh,ZTA DNA inh,PAFAH1B2 FP inh,PAFAH2 inh,PREPL inh,PAFAH1B3 FP inh,pPAFAH inh,LYPLA1 inh
S=C(NCc1ccccn1)Nc1ccc(Cl)c(Cl)c1,-8,-5,2,1,-1,-26,-1,2,-6
O=[N+]([O-])c1ccccc1NCCNS(=O)(=O)c1ccc(Cl)cc1,4,-2,6,7,9,-42,6,1,-2
Cc1c(NC(=O)CSc2nc3ccc(Cl)cc3[nH]2)c(=O)n(-c2ccccc2)n1C,6,3,5,4,8,4,14,5,0
COc1cccc(CNc2ccc(C)c(Cl)c2)c1,6,18,4,1,7,19,1,11,-5
O=C1CC(c2cccc(Cl)c2)Cc2nc(N3CCN(c4ccccc4)CC3)ncc21 (stereo not given),7,-10,-5,-2,2,-2,0,4,4
Cc1c(C(=O)NCCCN2CCCC2=O)oc2c(Cl)cccc12,0,11,1,-2,2,4,16,2,3
O=C(CCl)N(c1ccccc1)c1c[nH]c2ccccc12,-11,-10,1,4,-5,-4,3,0,-3
Cc1cc(Cl)c(C(=O)Nc2cccc(C(F)(F)F)c2)c(C)n1,-2,19,-7,2,2,-9,3,-5,0
COc1ccccc1NC(=O)C(=O)NCc1ccccc1Cl,4,1,11,0,1,10,3,-2,-3
Cc1csc(NC(=O)CSc2nnc(NC(=O)COc3ccc(Cl)cc3)s2)n1,4,-1,-15,-11,-14,8,-7,4,-2

# (more compounds)
SMILES,LYPLA2 counter,EBNA-1 inh,ZTA DNA inh,PAFAH1B2 FP inh,PAFAH2 inh,PREPL inh,PAFAH1B3 FP inh,pPAFAH inh,LYPLA1 inh
O=C(Cn1cnnn1)Nc1ccccc1Cc1ccccc1,5,5,-2,-1,-3,16,4,-6,3
COc1ccccc1CN1CC(C(=O)NC2CCCCC2)CC1=O (stereo not given),2,9,3,5,2,3,3,1,-1
CCC(C(=O)Nc1cc(C(=O)O)ccc1C)c1ccccc1 (stereo not given),4,7,11,15,7,-3,5,1,3
COc1ccc(CCn2c(=N)c(C(=O)N3CCN(C)CC3)cc3c(=O)n4ccccc4nc32)cc1,-6,-25,14,-1,5,37,-3,0,-6
Cc1cc2c(OCC(O)CNC(C)(C)C)cccc2[nH]1 (stereo not given),-3,-5,-2,5,7,14,8,-2,1
CC(O)CNc1nc2c(c(=O)n(C)c(=O)n2C)n1CCc1ccccc1 (stereo not given),-3,-4,-7,7,1,-1,6,-1,-4
CSC1=C(C#N)C(c2ccccc2Cl)C(C(=O)c2cccs2)C(O)(C(F)(F)F)N1 (stereo not given),3,4,0,-3,-1,-3,3,6,-3
COC(=O)c1ccc(N2CCOCC2)c(NC(=O)Nc2cccc(OC)c2)c1,4,3,3,2,7,8,8,-2,-3
CCc1cc(=O)oc2c(C)c(O)c(CN3CCCCC3)cc12,-6,-13,-1,3,-2,13,5,-9,-1
COc1ccc(NC2=C(C)C(=O)CC2)cc1,-2,-5,-5,2,-4,20,-1,-2,2
CCOC(=O)c1c(-c2ccccc2)nc2ccc(Cl)cn12,1,4,7,3,11,10,1,11,-2
O=C(c1ccco1)N1CCN=C1SCc1ccccc1F,2,7,-14,4,0,3,-10,6,-2

# Quoted at random: two entries already listed
SMILES,LYPLA2 counter,EBNA-1 inh,ZTA DNA inh,PAFAH1B2 FP inh,PAFAH2 inh,PREPL inh,PAFAH1B3 FP inh,pPAFAH inh,LYPLA1 inh
COc1ccccc1CN1CC(C(=O)NC2CCCCC2)CC1=O (stereo not given),2,9,3,5,2,3,3,1,-1
O=C(Cn1cnnn1)Nc1ccccc1Cc1ccccc1,5,5,-2,-1,-3,16,4,-6,3
